# Source: PubChem
# 15-hLO-2 inh: qHTS Assay for Inhibitors of 15-hLO-2 (15-human lipoxygenase 2) | purified 15hLO-2, xylenol orange hydroperoxide absorbance | AID 881, 2007 | Polyunsaturated fatty acid lipoxygenase ALOX15B (Homo sapiens), O15296 | Potency, µM (top dose mostly 57.1 µM), for the others: at the highest dose activity change, negative = inhibition, usual class: inhibitors | 110,000 compounds, 0.56% hits; also: potency is read from the fitted curve at half-maximal effect; nearly all actives have a fitted effect of over 60% in size; many of its hits are not listed in these tables
# Target sequence (O15296 whole entry, looked up): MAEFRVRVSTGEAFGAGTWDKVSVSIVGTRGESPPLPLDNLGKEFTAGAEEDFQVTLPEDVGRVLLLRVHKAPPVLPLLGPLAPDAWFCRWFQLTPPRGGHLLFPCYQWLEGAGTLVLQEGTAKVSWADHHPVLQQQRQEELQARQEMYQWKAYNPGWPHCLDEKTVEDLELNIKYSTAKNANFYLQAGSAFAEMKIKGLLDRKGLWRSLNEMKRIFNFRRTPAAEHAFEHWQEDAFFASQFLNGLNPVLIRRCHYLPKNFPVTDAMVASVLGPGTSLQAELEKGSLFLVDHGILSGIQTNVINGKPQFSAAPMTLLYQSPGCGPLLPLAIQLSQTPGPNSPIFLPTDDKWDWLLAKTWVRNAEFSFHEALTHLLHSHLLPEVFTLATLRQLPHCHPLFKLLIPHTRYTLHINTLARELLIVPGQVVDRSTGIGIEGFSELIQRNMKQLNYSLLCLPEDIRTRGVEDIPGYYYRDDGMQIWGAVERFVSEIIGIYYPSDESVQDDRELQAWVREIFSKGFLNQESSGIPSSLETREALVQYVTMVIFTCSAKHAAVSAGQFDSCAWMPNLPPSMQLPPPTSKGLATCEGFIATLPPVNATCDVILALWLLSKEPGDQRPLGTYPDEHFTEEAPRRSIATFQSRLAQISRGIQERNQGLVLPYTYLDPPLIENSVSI
#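 Purified human 15hLO-2 (50 nM final) preincubated with compounds 15 min at room temperature in 25 mM Hepes pH 7.5, 0.01% Triton X-100, then 45 uM arachidonic acid added for 90 min; hydroperoxide detected via ferrous/xylenol orange, 573/405 nm absorbance ratio.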
# IMPase cell inh: qHTS Assay for Identifying the Cell-Membrane Permeable IMPase Inhibitors | inhibition (IP1 accumulation), % at 46.1 µM | CHO-M1 cells, IP1 accumulation, HTRF TR-FRET ratio | Inositol monophosphatase 1 (Rattus norvegicus), P97697 | 120,000 tested, under 10 active; active = well fitted curve in the direction sought with a large enough effect in the signal ratio, not every such curve was filed as active; inconclusive = small, poorly fitted or top-dose-only effect, or a change in a side signal; inactive = no such curve, though single readings can be large or run the other way; the % refers to the signal ratio;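 also: cells stimulated with carbachol in lithium chloride buffer; plate controls were DMSO basal wells for no effect and reference inhibitor wells for full effect; higher means more IMPase inhibition seen as more IP1 and lower FRET ratio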
# Target sequence (P97697 whole entry, looked up): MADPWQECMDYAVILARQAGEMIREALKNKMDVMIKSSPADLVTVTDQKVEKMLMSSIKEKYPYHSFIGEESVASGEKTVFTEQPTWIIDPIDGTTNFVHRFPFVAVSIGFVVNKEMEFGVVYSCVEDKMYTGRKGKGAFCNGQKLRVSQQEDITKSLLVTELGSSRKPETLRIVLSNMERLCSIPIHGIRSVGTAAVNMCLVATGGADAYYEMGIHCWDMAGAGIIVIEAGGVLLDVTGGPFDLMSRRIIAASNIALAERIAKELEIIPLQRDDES
#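 CHO-M1, 2000 cells/well, cultured 16–30 h; cpd up to 46 uM; carbachol (50 uM solution, stimulation buffer w/ 50 mM LiCl, pH 7.4), 30 min 37C; IP-One TR-FRET, 10 min RT; Ex 320/Em 665, 620; Hill-fit AC50.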
# PNC assembly inh: High Content Assay for Compounds that inhibit the Assembly of the Perinucleolar Compartment; PC3M PTB-GFP, PNC prevalence imaging, 16 h; active compounds read low; activity change (PNC), negative = inhibition, % at 10 µM; 140,000 compounds, 3.1% hits;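 active = readout at or below -70, meaning at least 70% loss of cells showing the perinucleolar compartment, a nuclear body marking cancer cells; inconclusive = readout between -30 and a set limit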;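 also: plate controls were DMSO wells for no effect and camptothecin positive control wells for full effect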
#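 Compounds are pinned in duplicate onto adhered PC3M cells stably expressing GFP-tagged PTB and incubated 16 h at 37 C. Cells are then fixed, nuclei stained with Hoechst, and PNC-positive cells counted.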
# 12-hLO inh: qHTS Assay for Inhibitors of 12-hLO (12-human lipoxygenase); Polyunsaturated fatty acid lipoxygenase ALOX12 (Homo sapiens), P18054; purified 12-hLO, xylenol orange hydroperoxide absorbance; Potency, µM (highest dose often 57.1 µM), without a hit: at the highest dose activity change, negative = inhibition, usual class: inhibitors; 150,000 compounds, 0.12% hits; also: potency is read from the fitted curve at half-maximal effect; nearly all actives have a fitted effect of over 55% in size; many of its hits are not listed in these tables
#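 Purified human 12hLO (150 nM), preincubated 15 min with compound, then 40 uM arachidonic acid for 30 min, room temperature, Hepes pH 7.0 with 0.01% Triton X-100. Hydroperoxide detected by ferrous iron/xylenol orange; 573/405 nm absorbance ratio gives reaction progress.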
# Active calls of the source: *; ? = inconclusive; . = no result given; [ ] = remark or other dose. Unless noted, calls follow the shape of the dose curve; as a rule, active = well fitted curve in the direction sought with a large enough effect; inconclusive = small, poorly fitted or top-dose-only effect, or another doubt; inactive = no such curve, though single readings can be large; an effect the other way counts as inactive or inconclusive. Unless noted, % is scaled to controls: 0 for no effect and ±100 for the full control effect. Not all compounds are listed; count on the stated rates, not on these rows.
canonical_smiles	15-hLO-2 inh	IMPase cell inh	PNC assembly inh	12-hLO inh
COCCSc1ccccc1C(=O)Nc1nccs1	?	-8	-22	-4%
CC1CC[C@@]2(C(=O)O)CC[C@]3(C)C(=CCC4[C@@]5(C)CCC(O)C(C)(C)C5CC[C@@]43C)C2C1C (stereo partly drawn)	1%	.	.	1%
CC(=O)Oc1cccc2c1C(=O)c1c(OC(C)=O)cc(C(=O)O)cc1C2=O	-9%	.	?	-7%
Cc1ccc2nc(-c3ccc(NS(C)(=O)=O)cc3)cc(-c3ccccc3)c2c1	29%	5	20	-2%
COc1ccc(-c2noc(CN(C(=O)C(C)(C)C)C(C)C)n2)cc1	0%	-2	17	7%
CN1CCc2cc3c(c4c2[C@H]1[C@H](O)c1ccccc1-4)OCO3	.	.	13	-7%
N#C/C(=C\Nc1ccccc1SC(F)(F)F)c1nc(-c2ccc(F)cc2)cs1	.	.	25	2%
CCOC(=O)Cc1sc(N)nc1C	.	.	-18	-1%
COCC(C)n1c(C)cc(C(=O)COC(=O)c2oc3ccccc3c2C)c1C (stereo not drawn)	-4%	-13	?	-4%
CC(C)[C@H](NC(=O)CCn1nnc2ccccc2c1=O)C(=O)O	16%	3	-26	-2%
O=C(CN1CC(c2ccccc2)CC1=O)N/N=C/c1cc(Br)ccc1O (stereo not drawn)	.	-24	57	-3%
Cc1ccsc1C1C=C(c2cccc(Br)c2)Nc2ncnn21 (stereo not drawn)	-5%	-3	-9	-26%
COc1ccc(C)cc1NC(=O)NC1CCN(Cc2ccccc2)CC1	10%	4	-1	7%
CCC(CC)C(=O)c1c[nH]c(C(=O)NCCCn2ccnc2)c1	25%	10	22	-4%
O=[N+]([O-])c1cc(S(=O)(=O)N2CCCCC2)ccc1NCc1cccc(Cl)c1	.	-1	?	-3%
CC(=O)Nc1ccc(S(=O)(=O)Nc2nc(C)cc(-n3nc(C)cc3C)n2)cc1	-4%	3	-19	7%
CNC(=S)NCc1ccc(OC)cc1	.	.	26	1%
Cc1ccc(CNC(=O)/C=C/c2ccc(Br)o2)cc1	.	.	46	-5%
c1cnc(Oc2ccc(-c3nnco3)cc2)cn1	4%	5	2	-2%
CCOc1cc(S(=O)(=O)N2CCN(Cc3ccccc3)CC2)ccc1Br	49%[activator]	4	-19	-9%
Cc1ccc(N2CC(C(N)=O)CC2=O)cc1 (stereo not drawn)	-1%	6	25	-3%
COc1ccccc1C1(CC(=O)N2CCCCC2)CCOC(C(C)C)C1 (stereo not drawn)	-2%	-5	-16	0%
CN1CCN(S(=O)(=O)c2cccc(S(=O)(=O)c3ccc(Cl)c(Cl)c3)c2)CC1	-1%	1	7	-4%
O=C(Nc1ccccc1)/C(=C/c1ccccc1)c1ccccc1	11%	0	-12	-7%
CCOC(=O)Cc1csc(NC(=O)CSc2nc3cccnc3n2CC)n1	-2%	4	-1	-2%

# Random excerpt: 2 entries already listed.
canonical_smiles	15-hLO-2 inh	IMPase cell inh	PNC assembly inh	12-hLO inh
COc1ccc(-c2noc(CN(C(=O)C(C)(C)C)C(C)C)n2)cc1	0%	-2	17	7%
CCOc1cc(S(=O)(=O)N2CCN(Cc3ccccc3)CC2)ccc1Br	49%[activator]	4	-19	-9%

# Returning to the listing; the six compounds before the break are reprinted first.
canonical_smiles	15-hLO-2 inh	IMPase cell inh	PNC assembly inh	12-hLO inh
CCOc1cc(S(=O)(=O)N2CCN(Cc3ccccc3)CC2)ccc1Br	49%[activator]	4	-19	-9%
Cc1ccc(N2CC(C(N)=O)CC2=O)cc1 (stereo not drawn)	-1%	6	25	-3%
COc1ccccc1C1(CC(=O)N2CCCCC2)CCOC(C(C)C)C1 (stereo not drawn)	-2%	-5	-16	0%
CN1CCN(S(=O)(=O)c2cccc(S(=O)(=O)c3ccc(Cl)c(Cl)c3)c2)CC1	-1%	1	7	-4%
O=C(Nc1ccccc1)/C(=C/c1ccccc1)c1ccccc1	11%	0	-12	-7%
CCOC(=O)Cc1csc(NC(=O)CSc2nc3cccnc3n2CC)n1	-2%	4	-1	-2%
O=C(O)CCCNC(=O)c1cncc(O)c1	-1%	-5	-11	-1%
COC(=O)c1ccc(OCC(=O)Nc2nn(-c3ccccc3)nc2C(N)=O)cc1	-5%	-7	13	-2%
COc1ccc(C(CC(=O)O)NS(=O)(=O)c2ccc(C)cc2)cc1OC (stereo not drawn)	-1%	6	0	1%
CC(=O)Nc1cccc(NS(=O)(=O)Cc2ccc(Cl)cc2)c1	10%	-2	43	-3%
Cc1ccccc1C(=O)N(C)Cc1ccccc1	0%	21	19	-3%
S=C(c1ccc(N2CCOCC2)cc1)N1CCOCC1	-2%[2.29 µM]	-5	-3	-1%
O=C(O)CCc1nc(-c2ccccc2-n2cccc2)no1	-2%[11.4 µM]	.	.	-4%[11.4 µM]
COc1cc(C(=O)N/N=C(\C)Cc2ccccc2)cc(OC)c1OC	.	5	32	4%
O=S(=O)(Nc1ccccn1)c1ccc(Oc2ccccc2)cc1	-11%	0	?	-7%
CCCCCCOC(=O)CCn1[nH]c(=O)c2ccccc2c1=O	-6%	-1	28	0%
CN(C)[C@@H]1CCC[C@H]1OC(=O)C(c1ccccc1)c1ccccc1	.	26	-22	-5%
O=C(N/N=C/c1cc2ccccc2nc1Cl)/C(=C/c1cccs1)NC(=O)c1ccccc1	-29%	0	-22	0%
N=c1oc2cc(O)ccc2cc1C(=O)Nc1nc2ccccc2s1	.	.	?	3%
Cc1nn(C)c(C)c1S(=O)(=O)N1CCC(C(=O)Nc2ccc3c(c2)OCCO3)CC1	0%	3	42	-7%
CCc1c(C#N)c(SCCC(=O)Nc2ccc(F)cc2)nc2c1C(=O)CC(C)(C)C2	-7%	12	-11	-1%
COc1ccc2[nH]c(=O)c(CN(CCN3CCCC3)C(=O)Nc3ccccc3Cl)cc2c1	30%	-15	22	-7%
Cc1cccc2c(SCC(=O)NCC3CCCO3)nc(-c3ccc(F)cc3)nc12 (stereo not drawn)	.	-1	-3	2%
O=C(N/N=C/c1sc2ccccc2c1O)c1cccc2ccccc12	.	.	?	-8%
COc1ccc(OC(C)C(=O)N2CCN(c3ccccn3)CC2)cc1 (stereo not drawn)	0%	-5	43	-1%
O=C(Cc1ccc2c(c1)CCCC2)Nc1ccccc1Cl	-25%	-3	5	6%
O=C(Nc1cccc(F)c1)N1CCCC2(CCN(C(=O)c3ccco3)CC2)C1	27%	.	.	2%
COc1cc(/C=N/N(C)c2ccccc2)cc(Cl)c1O	10µM*	9	?	?
COc1ccc2c(c1)-c1c(ssc1=S)C(C)(C)N2	.	13	-7	-18%
C=CCn1c(CSc2nc3ccccc3s2)n[nH]c1=S	-18%	-2	-27	-5%
O=C(CSc1nc2ccccc2c(=O)n1Cc1ccco1)c1ccc(F)cc1	-5%	11	-2	-9%
Cc1nc2ccc(Nc3nc4cc(S(=O)(=O)N5CCOCC5)ccc4o3)cc2s1	-9%	13	?	-2%
c1ccc(-c2cn3cccnc3n2)cc1	-2%	-12	28	3%
COc1cc(-c2nc3n(n2)C(c2ccncc2)C(C(N)=O)=C(C)N3)cc(OC)c1OC (stereo not drawn)	-3%	3	3	-8%
COC(=O)Nc1ccccc1C(=O)N1CCC(O)(c2ccc(Cl)cc2)CC1	.	.	?	4%
Cc1nc2ccc(NC(=O)N3CCCCC3)cc2nc1C	.	-4	?	-8%
Cc1ccc(S(=O)(=O)N(c2nc(NC(C)C)nc(NC(C)C)n2)n2cnnc2)cc1	.	.	19	-2%
O=C(Nc1ccccc1C(F)(F)F)C1CC(=O)N(c2ccccc2F)C1 (stereo not drawn)	5%	14	-81*	1%
CCOc1ccc2ncc(S(=O)(=O)c3ccccc3)c(N3CCC4(CC3)OCCO4)c2c1	.	.	11	-5%
N#Cc1ccsc1NC(=O)CSc1nnc(-c2ccccc2)o1	-18%	1	-2	5%
CC(C)Cc1nc2oc3c(=O)[nH]cnc3c2c2c1CCCC2	.	.	?	-2%
Cc1nn(Cc2c(F)c(F)c(F)c(F)c2F)c(C)c1NC(=O)c1ccc(COc2ccc(F)cc2)o1	9%	6	23	-2%
O=C(Nc1ccccc1)N1CC=C(c2ccccc2)CC1	-8%	20	?	1%
CC(=O)N1C(=O)c2cccc3cccc(c23)C(=O)N1C(C)=O	6%	10	?	1%
CN(C(=O)COC(=O)c1cc(NS(=O)(=O)c2cc([N+](=O)[O-])ccc2Cl)ccc1O)C1CCCCC1	.	.	-95*	3%
COc1ccc(-c2cc(C(F)(F)F)nc(S(C)(=O)=O)n2)cc1	0%	5	31	13%
CCOC(=O)c1c(C)c(C(=O)NCCN2CCOCC2)c(C)n1C	.	-2	27	8%
CC1CCCN(S(=O)(=O)c2ccc(S(=O)(=O)NC(C)c3cccs3)cc2)C1 (stereo not drawn)	-14%	10	?	-2%
O=C(Nc1ccc(Oc2cccnc2)cc1)c1ccccc1F	1%	4	66	-4%
Cc1ccc(N=Nc2c(N)[nH]n3c(=O)cc(-c4ccccc4)nc23)cc1	-1%	8	-30	3%
COC(=O)C1=C(C)Nc2c(c(=O)n(C)c(=O)n2C)C1c1ccc(Cl)cc1 (stereo not drawn)	.	.	?	-6%
COC(=O)c1ccc(COc2ncnc3c(Cl)cc(Cl)cc23)o1	-4%	-3	18	3%
Cc1cc(C)n(C(CC(=O)N2CCc3ccccc3C2)C(=O)O)n1 (stereo not drawn)	0%	6	-127*	-2%
COc1ccc(C(=O)NC(=S)Nc2ccc3oc(=O)ccc3c2)cc1OC	.	.	46	-1%
COCCNS(=O)(=O)c1ccc(F)c(OC)c1	-8%	-6	?	-2%
COC(=O)C1(C(=O)OC)NOC2C(=O)N(c3ccc(Cl)cc3Cl)C(=O)C21 (stereo not drawn)	5%[11.4 µM]	-7[1.84 µM]	?	-29%

# Further records follow:
canonical_smiles	15-hLO-2 inh	IMPase cell inh	PNC assembly inh	12-hLO inh
CCCCS(=O)(=O)NC1=NCN(Cc2ccco2)CN1	12%	3	-14	5%
Cc1cccc(NC(=O)c2cn(-c3ccccc3)nc2-c2ccccc2)c1	.	.	32	-1%
CCN(CC)CCOC(=O)c1ccc(NC(=O)CCNC(=O)Cn2ccc3ccccc3c2=O)cc1	3%	-5	-13	4%
CN(Cc1ccccc1)C(=O)C1CCCN(Cc2ccc(Cl)cc2)C1 (stereo not drawn)	23%	14	?	0%
CCc1ccc(N/C(SCc2ccccc2C)=C(/C#N)C(=O)NCc2ccco2)cc1	5%	14	61	-9%
Cc1ccc2ncc(NC(=O)c3ccc(F)cc3)c(=O)n2c1	4%	-7	2	3%
Cc1[nH]nc2c1C(=O)CC(C)(C)C2	8%	4	?	2%
C[C@H](NC(=O)c1ccccc1Cl)C(=O)OC(C(=O)Nc1cc(C(F)(F)F)ccc1Cl)c1ccccc1 (stereo partly drawn)	4%	9	15	1%
CCCn1c(SCC(=O)NCCc2ccccc2)nnc1-c1ccccn1	0%	15	?	3%
Cc1cnc(NC(=O)c2cc3c(C)nn(-c4ccccc4)c3s2)s1	7%	8	-10	2%
O=C(NCCO)C1CCN(S(=O)(=O)c2ccc(F)cc2)CC1	-8%	1	-13	-3%
